Source: PubChem BioAssay
GoLoco inh red: blocks human Gai1 binding to RGS12 GoLoco peptide, red readout; P63096; Gai1:RGS12 GoLoco peptide FP, rhodamine, 10 min; Potency, µM (titrated, usually from 61.6 µM), inactives show at the highest dose activity, negative = inhibition, hits mostly inhibitors; 230,000 tested, 0.44% active; active means well fitted inhibition curve with a large enough effect, not every such curve was filed as active; inactive means no such curve, though single readings can be large or run the other way; further: nearly all actives have a fitted effect of over 30% in size; many of its hits are not listed in these tables
L3MBTL1 block: blocks human L3MBTL1; Q9Y468; AlphaScreen L3MBTL1–H3K9me1 peptide binding; Potency, µM (doses to about 57.1 µM), for inactives: at the highest dose activity, negative = inhibition, most hits filed as inhibitors; 230,000 tested, 0.66% active; AID 485360; further: nearly all actives have a fitted effect of over 60% in size
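AlphaScreen assay: L3MBTL1 (50 nM final) was preincubated 30 min at room temperature with biotinylated H3(1-15)K9me1 peptide (75 nM final), then 30 min with library compounds; streptavidin donor and nickel chelate acceptor beads (10 ug/mL final) added, 30 min dark.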
KDM4E inh: inhibitors of human JMJD2E histone demethylase; B2RXH2; JMJD2E catalytic domain, FDH-coupled NADH fluorescence (FDH is formaldehyde dehydrogenase); Potency, µM (top dose mostly 57.1 µM), for the others: at the top dose activity change, negative = inhibition, usual class: inhibitors; 230,000 tested, 1.6% active; AID 2147; active means well fitted inhibition curve with a large enough effect, not every such curve was filed as active; inconclusive means small, poorly fitted or top-dose-only effect, or another doubt; inactive means no such curve, though single readings can be large or run the other way;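 further: 0% = wells with enzyme and -100% = buffer wells without enzyme; nearly all actives have a fitted effect of over 50% in size; many of its hits are not listed in these tables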
Target sequence (B2RXH2 1-337 limits assumed): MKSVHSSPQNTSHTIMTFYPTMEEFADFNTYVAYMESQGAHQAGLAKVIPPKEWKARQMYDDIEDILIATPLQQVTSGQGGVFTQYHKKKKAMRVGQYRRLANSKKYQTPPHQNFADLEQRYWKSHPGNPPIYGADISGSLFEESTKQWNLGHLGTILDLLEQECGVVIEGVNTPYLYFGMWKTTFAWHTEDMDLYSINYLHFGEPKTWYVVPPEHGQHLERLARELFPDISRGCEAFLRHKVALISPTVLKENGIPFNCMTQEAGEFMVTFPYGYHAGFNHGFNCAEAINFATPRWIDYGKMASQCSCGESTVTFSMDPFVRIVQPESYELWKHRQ
RECQ1 helicase: blocks DNA unwinding by human RECQ1; RECQ1 DNA unwinding, red fluorescence kinetic read; P46063; Potency, µM (doses to about 57.3 µM), for inactives: at the top dose activity, negative = inhibition, actives largely listed as inhibitors; 240,000 tested, 0.54% active;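 further: plate controls were vehicle for no effect and no enzyme for full effect; nearly all actives have a fitted effect of over 30% in size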
Target sequence (P46063 whole entry, looked up): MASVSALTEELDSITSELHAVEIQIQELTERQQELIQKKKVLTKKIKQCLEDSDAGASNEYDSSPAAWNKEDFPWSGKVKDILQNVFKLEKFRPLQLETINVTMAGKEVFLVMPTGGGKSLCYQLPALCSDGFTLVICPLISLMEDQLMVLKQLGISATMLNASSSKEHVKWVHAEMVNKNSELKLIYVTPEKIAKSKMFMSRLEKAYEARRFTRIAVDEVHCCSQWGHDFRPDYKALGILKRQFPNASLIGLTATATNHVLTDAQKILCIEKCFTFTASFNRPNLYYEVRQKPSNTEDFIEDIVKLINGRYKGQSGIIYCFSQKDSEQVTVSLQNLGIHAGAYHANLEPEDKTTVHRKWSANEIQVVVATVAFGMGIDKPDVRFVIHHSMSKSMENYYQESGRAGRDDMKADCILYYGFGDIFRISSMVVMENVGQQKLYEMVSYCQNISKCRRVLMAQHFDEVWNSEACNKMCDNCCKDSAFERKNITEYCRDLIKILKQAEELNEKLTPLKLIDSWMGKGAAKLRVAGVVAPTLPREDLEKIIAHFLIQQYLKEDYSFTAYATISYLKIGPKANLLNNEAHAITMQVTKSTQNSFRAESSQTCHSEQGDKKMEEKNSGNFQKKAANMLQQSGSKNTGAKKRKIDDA
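50 nM RECQ1T1 preincubated 15 min with compound in Tris pH 8.0 buffer with MgCl2, DTT, Tween-20 and 2.5 ug/ml poly(dI-dC); started with 200 nM TAMRA/BHQ-2 forked duplex and 2 mM ATP. Unwinding read as fluorescence (525/598 nm), two reads 2 h apart.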
TR SRC2 fluor cs: alters Texas Red total fluorescence, flagging assay interference; TRb/SRC2 Texas Red total fluorescence interference; AID 1479; 280,000 tested, 0.29% active; Potency, µM (series often up to 106 µM), without a hit: at the highest dose fluorescence change, negative = quenching; active means well fitted curve in either direction with a large enough effect; inconclusive means small, poorly fitted or top-dose-only effect
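Flags fluorescent or light-absorbing compounds by total fluorescence, S + 2P, at 555 nm excitation and 632 nm emission. Mixture: 20 nM Texas Red SRC2 peptide, 0.6 uM human TRb LBD, 1 uM T3, 5% DMSO; compound exposure 5 h at ambient temperature.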
Tau fibril ThT: tau fibrillization inhibition (ThT binding); P10636; recombinant tau K18 P301L (four-repeat tau fragment), heparin-induced fibrillization, ThT fluorescence; Potency, µM (top dose mostly 57.4 µM), inactives show at the highest dose activity, negative = inhibition, most hits filed as inhibitors; 270,000 tested, 2.1% active; AID 1460; further: nearly all actives have a fitted effect of over 55% in size
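Tau K18 P301L fragment (15 uM unlabeled plus 0.24 uM Alexa 594-labeled) in 100 mM sodium acetate pH 7 with compound, fibrillization induced by 20 uM heparin for 6 hr at 37 C. Thioflavin T (30 uM) added, fluorescence read after 1 hr (ex 450, em 510 nm).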
TRb-SRC2 inh: inhibitors of human thyroid hormone receptor beta-SRC2 interaction; P10828; 280,000 tested, 0.065% active; TRbeta-SRC2 peptide binding, fluorescence polarization; receptor liganded with 1 µM T3; Potency, µM (doses to about 106 µM), for the others: top-dose activity change, negative = inhibition, usual class: inhibitors;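 further: plate controls were bound peptide for no effect and peptide without receptor for full effect; nearly all actives have a fitted effect of over 50% in size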
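Binding of a 20-amino-acid Texas Red SRC2 peptide (20 nM) to TRb ligand-binding domain (0.6 uM) with agonist T3 at 1 uM was followed by fluorescence polarization after a 5 hr room-temperature incubation.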
Tau FP inhib: blocks human tau fibril formation measured by polarization. P10636. K18 P301L tau heparin fibrillization, Alexa594 FP, 6 h. Potency, µM (titrated, usually from 57.7 µM), without a hit: at the highest dose activity, negative = inhibition, most hits filed as inhibitors. 280,000 tested, 0.39% active. AID 1468; further: nearly all actives have a fitted effect of over 55% in size
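Human tau K18 […] P301L fragment, 15 uM unlabeled plus 0.24 uM Alexa 594-labeled tau (final), with compound and 20 uM heparin in 100 mM sodium acetate pH 7; 6 hr at 37 C, then Alexa 594 FP read.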
* marks the source's active call; other numbers are inactive results; i = inactive; ? = inconclusive; nt = not tested or not shown; [ ] = dose if it differs, or a comment. Unless noted, the call rests on the fitted dose curve; in most records, active means well fitted curve in the direction sought with a large enough effect; inconclusive means small, poorly fitted or top-dose-only effect, or another doubt; inactive means no such curve, though single readings can be large; an effect the other way counts as inactive or inconclusive. Unless noted, on the % scale 0 is the no-effect control and ±100 the full control effect; potency means the concentration at half of the fitted maximal effect. This is a subset; the hit share may differ from the screen's.

SMILES	GoLoco inh red	L3MBTL1 block	KDM4E inh	RECQ1 helicase	TR SRC2 fluor cs	Tau fibril ThT	TRb-SRC2 inh	Tau FP inhib
C/C(=N\NC(=O)c1nn(C)cc1Br)c1cccc(NC(=O)C(C)(C)C)c1	7.2%	3.1%	10.3%	-7.6%	-1.8%	-9.1%	0.4%	0.4%
O=C(O)CCCC[C@H]1SC[C@H]2NC(=O)N[C@@H]21	5.9%[21.6 µM]	nt	-0.7%[25.5 µM]	-11.1%[25.9 µM]	-3.0%[53 µM]	nt	1.3%[53 µM]	nt
Cc1cc(C)nc(SCC(CSc2nc(C)cc(C)n2)C(=O)O)n1	17.6%	-1.7%	-16.0%	-7.3%	1.8%[53 µM]	-4.7%	8.3%[53 µM]	-0.2%
CCOc1ccc(CN(C(=O)c2oc3ccccc3c2C)C2CCS(=O)(=O)C2)cc1 (stereo not given)	-3.3%	-4.7%	-4.7%	i	-0.2%	?	-6.8%	1.7%
Cc1ccccc1C(=O)NNC(=O)Cc1cccc2ccccc12	-4.6%	nt	4.8%	-9.4%	-0.1%	-14.7%	0.9%	-12.0%
O=C(CCc1ccccc1)Nc1cc2c(cc1Cl)OCCO2	2.4%	3.1%	1.2%	-15.4%	-3.5%	-9.4%	-10.2%	-2.6%
CN(CC(O)COc1c(F)cc(Br)cc1F)C1CCCCC1 (stereo not given)	9.1%	9.8%	5.0%	-0.8%	1.2%	1.9%	-5.6%	?
COc1ccccc1CNC(=O)COC(=O)c1ccc(NC(N)=O)cc1	-4.9%	-1.0%	-0.5%	5.3%	-1.9%	-6.3%	-13.8%	2.2%
COc1ccc(NC2=NCCC(=O)N2Cc2cccs2)cc1	-1.4%	-0.7%	?	-10.9%	-0.9%	-11.9%	-2.2%	-3.5%
COc1ccc(CNc2cc([N+](=O)[O-])ccc2OC)cc1	-8.3%	22.4%	19.4%	-14.9%	-0.8%	?	-1.2%	7.1%
O=C(OCC(=O)c1ccc(Cl)s1)c1ccc2ccccc2n1	38.7%[activator]	-33.8%	-11.8%	-7.6%	-7.3%	?	-2.7%	4.3%
O=C(CS(=O)(=O)c1c[nH]c2ccccc12)N1CCCCCC1	-3.9%	nt	-0.3%	i	-2.8%	-1.0%	0.2%	-4.6%
COc1ccc2[nH]c(=O)c(CN(Cc3ccc(C)cc3)Cc3nnnn3CC3CCCO3)cc2c1 (stereo not given)	11.1%	nt	?	-0.7%	0.3%	-14.8%	-3.4%	-7.2%
COc1ccc(-c2csc(NC(=O)C3CCCO3)n2)cc1 (stereo not given)	0.9%	-3.1%	-0.8%	-0.4%	-2.4%	-11.7%	3.2%	-1.6%
CC1(C)Cc2c(sc(/N=C/N3CCCCC3)c2C#N)C(C)(C)N1	10.7%	nt	2.9%	i	-3.3%	-4.8%	-13.2%	3.9%
c1coc(C2Nc3ccccc3C3OCCC23)c1 (stereo not given)	4.8%	-0.5%	?	i	-2.1%	1.0%	-16.2%	2.1%
COc1ccc(/C=C/C(=O)OCc2csc(-c3ccccc3)n2)cc1OC	-27.3%	22.0%	?	-13.7%	2.2%	?	0.3%	2.0%
Cc1ccc(CNC(=O)c2cccc(S(C)(=O)=O)c2)cc1	7.8%	nt	4.5%	-9.7%	-2.6%	-8.6%	-2.7%	-7.0%
Cc1ccc(C(C)NC(=O)c2cc(C)oc2C)cc1 (stereo not given)	1.9%	-3.7%	-3.8%	-3.9%	-1.1%	-8.1%	-1.3%	5.0%
CN1C(=S)SC(N2OC3C(=O)N(c4ccccc4)C(=O)C3C2c2ccc(Cl)cc2)C1(C)C (stereo not given)	11.6%	-0.9%	11.5%	-1.3%	6.5%	-13.0%	2.9%	-0.7%
COc1cc2c(cc1OC)/C(=C/c1ccc(Cl)cc1)C(=O)OC2	9.4%	7.8%	-18.6%	-7.6%	-2.4%	?	3.8%	-8.9%
COc1ccc(CNC(=O)CSc2nnc(-c3ccc(NC(C)=O)cc3)n2C)cc1	13.9%	nt	7.7%	-5.3%	1.5%	-3.7%	1.5%	-5.7%
CC1Cc2ccccc2N1C(=S)NC(=O)c1cccc(Br)c1 (stereo not given)	13.9%	?	0.8%	-2.9%	3.1%	-11.8%	-4.3%	6.2%
CC1CCN(C(=O)CSc2n[nH]c(-c3ccc(F)cc3)n2)CC1	nt	nt	nt	nt	-2.6%	-0.6%	1.8%	-11.2%
Cc1cc2n(n1)CCC(=O)N2Cc1ccc(C(=O)Nc2cc(Cl)ccc2C)cc1	nt	nt	nt	nt	-1.3%	-1.6%	2.2%	-5.7%
COC(=O)c1cccc(CN2C(=O)SC(Nc3ccc(Cl)cc3)C2=O)c1 (stereo not given)	nt	nt	nt	nt	?	-0.2%	-12.3%	?
CC1(C(=O)NC2CCCCC2)Cc2ccccc2C(=O)N1Cc1ccccc1Cl (stereo not given)	nt	nt	nt	nt	-16.7%	-9.3%	5.4%	-5.4%
COc1ccc(-c2cc(C(F)(F)F)n3nc(C(=O)OC(C)C)cc3n2)cc1	nt	nt	nt	nt	0.9%	-3.5%	-0.5%	2.8%
CN(C)S(=O)(=O)N(CC(=O)NCCSCc1ccc(Cl)cc1)c1ccccc1	11.3%	-0.9%	-24.7%	i	-1.5%	-10.0%	4.2%	-2.2%
O=C(COC(=O)/C=C/c1ccc([N+](=O)[O-])cc1)NCc1ccc2c(c1)OCO2	0.0%	5.8%	-9.0%	i	-2.4%	?	-4.0%	-10.6%
CCC(CC)C(=O)Nc1ccc(Sc2ccc([N+](=O)[O-])cc2)cc1	nt	-1.5%	6.6%	-8.3%	3.6%	?	-7.1%	-0.3%
CC(=O)N1CCc2cc(S(=O)(=O)CCC(=O)N3CCN(C(=O)c4ccco4)CC3)ccc21	-0.8%	-5.8%	4.4%	i	-0.6%	-3.3%	-8.4%	9.6%
CCOc1ccc(Nc2nc3cc(S(=O)(=O)CC)ccc3o2)cc1	9.2%	-4.7%	-23.2%	-7.6%	-2.5%	?	-0.8%	1.8%
COc1ccc(C2NC(Cc3ccccc3)(C(=O)O)C3C(=O)N(c4ccccc4OC)C(=O)C23)cc1 (stereo not given)	-4.5%	nt	0.5%	-3.6%	-3.2%	-2.0%	7.4%	1.5%
CCCOc1ccc(N2C(=O)CC(SC(=NCC)NCC)C2=O)cc1 (stereo not given)	-1.6%	3.9%	8.1%	-0.2%	-6.3%	-3.6%	3.1%	6.4%
COc1ccc(CCNC(=O)CCNS(=O)(=O)c2ccc3c(c2)CCN3C(C)=O)cc1OC	4.7%	nt	3.5%	-2.0%	1.1%	8.4%	1.1%	6.2%
CC(C)(C)S(=O)(=O)c1cnc(N2CCOCC2)nc1N	5.9%	6.4%	-1.3%	-7.6%	-4.1%	9.5%	7.1%	-1.1%
O=C(CCC1N=C2c3ccccc3N=C(SCc3ccc(Cl)cc3)N2C1=O)N1CCN(c2ccccc2)CC1 (stereo not given)	nt	nt	nt	nt	-1.8%	?	0.2%	-6.0%
CCOc1ccc2c(C)c(Cl)c(=O)oc2c1	4.7%	nt	?	-3.8%	-0.7%	-14.8%	-5.7%	5.1%
COc1ccc(N2CSC3=C(C#N)C(c4cc(OC)c(OC)cc4OC)CC(=O)N3C2)c(OC)c1 (stereo not given)	-8.2%	nt	-13.8%	-15.2%	4.9%	8.91µM*	1.5%	12.6µM*
COc1ccc(/C=N/NC(=O)CCCC(=O)NC2CCCCC2)cc1	-5.9%	2.3%	4.4%	?	0.6%	-2.3%	-2.1%	-7.1%
O=C(NCc1ccccn1)c1ccc(Cn2cc(C(F)(F)F)ccc2=O)cc1	3.6%	21.5%	7.1%	-3.5%	-1.6%	3.1%	-4.2%	-2.2%
CN(CC#CC(O)(c1ccccc1)c1ccccc1)C(C)(C)C	-4.8%	8.8%	0.2%	i	1.8%	-5.9%	1.2%	1.6%
CC(=O)Nc1cccc(S(=O)(=O)N2CCCCCC2)c1	10.2%	10.2%	1.8%	-1.1%	-2.1%	-3.2%	-2.9%	-2.5%
CC(C)(OC(=O)NC(=O)C(F)(F)F)C(C)(C)OC(=O)NC(=O)C(F)(F)F	-1.6%	0.6%	-18.1%	-13.4%	-0.8%	-9.2%	8.1%	-11.3%
CCN(CC)CCNC(=O)Cn1cnc2sc(C)c(S(=O)(=O)N3CCC(C)CC3)c2c1=O	nt	nt	nt	nt	-1.4%	-5.0%	-2.3%	-8.2%
CCCn1c(SCC(=O)OCC)nc(C(F)(F)F)cc1=O	-4.6%	17.3%	7.0%	-5.4%	0.9%	-0.9%	-4.9%	2.1%
CCn1cc(C(=O)NCc2ccc(Cl)cc2)c(=O)c2cc(S(=O)(=O)N(C)C3CCCCC3)ccc21	nt	nt	nt	nt	-1.4%	-2.6%	-6.2%	-9.2%
O=C(c1ccco1)[C@@H]1[C@@H]2C(=O)N(c3ccc(F)cc3)C(=O)[C@@H]2C2c3ccccc3C=CN21 (stereo not given in full)	83.5%[activator]	0.0%	-29.1%	-2.5%	-0.8%	25.1µM*	-1.6%	?
COc1cc(NC(=O)CN(c2cc(C)cc(C)c2)S(=O)(=O)c2c(C)[nH]c(=O)[nH]c2=O)cc(OC)c1	nt	nt	nt	nt	?	-6.6%	1.8%	-1.5%
CNC(=O)c1c(NC(=O)c2cc(=O)c3cc(C)c(C)cc3o2)sc2c1CCCC2	nt	nt	nt	nt	8.7%	?	2.6%	-0.3%
Cc1nn(-c2ccccc2)c(C)c1/C=N/NC(=O)CSc1nnc(SCc2ccc(Cl)cc2)s1	0.4%	-6.3%	-8.6%	-3.2%	-1.9%	-7.2%	4.2%	-6.6%
